From PubChem BioAssay
PAD4 inh: human PAD4 inhibitors, primary screen, biochemical, fluorescence polarization, 1536-well format. inhibition, % at 6.36 µM. 330,000 compounds, 0.41% hits. Protein-arginine deiminase type-4 (Homo sapiens), Q9UM07. recombinant PAD4, RCA probe fluorescence polarization;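 active means percent inhibition above a cutoff equal to the mean of all tested compounds plus 3 SD, cut at about 15% in these data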;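 further: 0% = PAD4 with RCA probe and DMSO and 100% = probe without PAD4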
PME-1 primary: PME-1 inhibitors via competitive probe labeling, primary screen, biochemical, fluorescence polarization, FP-Rh probe, HTS; Protein phosphatase methylesterase 1 (Homo sapiens), Q9Y570; recombinant PME-1; inhibition, % at 5.9 µM; 320,000 compounds, 0.53% hits; AID 2130, 2009;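 active means inhibition above the campaign mean of all compounds plus 3 SD, cut at about 26% in these data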;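 further: competitive labeling of PME-1 active site by serine hydrolase directed probe; 0% = PME-1 with DMSO and 100% = wells lacking PME-1 enzyme; inhibitors block probe labeling so polarization falls and inhibition rises; many of its hits are not listed in these tables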
Target sequence (Q9Y570 whole entry, looked up): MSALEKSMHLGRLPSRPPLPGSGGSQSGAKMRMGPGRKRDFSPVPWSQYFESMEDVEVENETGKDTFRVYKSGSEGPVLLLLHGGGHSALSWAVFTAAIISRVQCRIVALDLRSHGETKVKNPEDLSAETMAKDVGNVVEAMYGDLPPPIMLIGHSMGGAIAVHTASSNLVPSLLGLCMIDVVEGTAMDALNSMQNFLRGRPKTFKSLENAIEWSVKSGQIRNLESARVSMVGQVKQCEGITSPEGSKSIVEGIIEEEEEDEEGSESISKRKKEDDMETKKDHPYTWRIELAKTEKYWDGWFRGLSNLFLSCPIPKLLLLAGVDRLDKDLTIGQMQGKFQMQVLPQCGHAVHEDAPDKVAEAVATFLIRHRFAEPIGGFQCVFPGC
PREPL inh: PREPL enzyme inhibitors, primary screen, biochemical, fluorescence polarization | recombinant PREPL, fluorescence polarization activity-based probe | inhibition, % at 5.96 µM | 320,000 compounds, 0.68% hits; in the data active means inhibition above about 43%;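 further: 0% = enzyme with DMSO and 100% = wells lacking enzyme; many of its hits are not listed in these tables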
PAFAH1B2 inh: PAFAH1B2 enzyme inhibitors, primary screen, biochemical, fluorescence polarization, human. Platelet-activating factor acetylhydrolase IB subunit alpha2 (Homo sapiens), P68402. 340,000 compounds, 1.2% hits. recombinant PAFAH1B2, FP-rhodamine activity probe. AID 492953, 2010. inhibition, % at 3.39 µM;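 active means inhibition above the mean of all tested compounds plus 3 SD, cut at about 24% in these data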;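 further: 0% = enzyme with DMSO and 100% = wells lacking PAFAH1B2; many of its hits are not listed in these tables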
Target sequence (P68402 whole entry, looked up): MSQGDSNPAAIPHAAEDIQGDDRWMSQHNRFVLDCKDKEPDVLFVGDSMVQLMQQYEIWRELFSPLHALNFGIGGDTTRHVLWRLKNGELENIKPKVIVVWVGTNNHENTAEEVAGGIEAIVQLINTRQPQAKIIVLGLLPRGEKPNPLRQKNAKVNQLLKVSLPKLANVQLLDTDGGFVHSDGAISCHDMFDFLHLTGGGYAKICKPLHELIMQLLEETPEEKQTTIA
pPAFAH FP inh: pPAFAH enzyme inhibitors, primary screen, biochemical, fluorescence polarization, human | Platelet-activating factor acetylhydrolase (Homo sapiens), Q13093 | recombinant pPAFAH, FP-rhodamine probe fluorescence polarization | inhibition, % at 3.39 µM | 330,000 compounds, 1.5% hits;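 active means inhibition above the mean inhibition across the screen plus 3 SD, cut at about 25% in these data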;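 further: inhibitors block binding of the rhodamine activity-based probe so polarization drops; 0% = enzyme with DMSO and 100% = wells lacking pPAFAH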
GSTO1 inh: inhibitors of recombinant GSTO1, primary screen, counter-screen for RBBP9 inhibitor project, biochemical, fluorescence polarization. 300,000 compounds, 1.1% hits. activity-based probe fluorescence polarization. inhibition, % at 5.96 µM. AID 1974, 2009;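 active means inhibition above the campaign mean inhibition plus 3 SD, cut at about 35% in these data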;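 further: 0% = GSTO1-1 with DMSO and 100% = wells lacking GSTO1-1 enzyme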
LYPLA2 counter: LYPLA2 inhibitors, primary screen, counter-screen for PME1 inhibitor project, biochemical, fluorescence polarization, FP-Rh probe ABPP; inhibition, % at 5.9 µM; 320,000 compounds, 0.38% hits; recombinant LYPLA2; Acyl-protein thioesterase 2 (Homo sapiens), O95372;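 active means inhibition above the screen-wide mean plus 3 SD, limit set per campaign, cut at about 26% in these data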;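 further: 0% = LYPLA2 with DMSO and 100% = wells lacking LYPLA2 enzyme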
Target sequence (O95372 whole entry, looked up): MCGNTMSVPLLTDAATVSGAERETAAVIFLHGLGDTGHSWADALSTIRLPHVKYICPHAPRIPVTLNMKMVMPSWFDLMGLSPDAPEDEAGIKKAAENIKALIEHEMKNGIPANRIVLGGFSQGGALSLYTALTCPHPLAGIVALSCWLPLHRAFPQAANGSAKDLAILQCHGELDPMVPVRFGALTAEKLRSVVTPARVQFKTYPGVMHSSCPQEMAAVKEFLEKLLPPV
PAFAH1B3 FP inh: PAFAH1B3 enzyme inhibitors, primary screen, biochemical, fluorescence polarization, human | 340,000 compounds, 0.28% hits | recombinant PAFAH1B3, FP-rhodamine probe | AID 492972, 2010 | inhibition, % at 3.39 µM | Platelet-activating factor acetylhydrolase IB subunit alpha1 (Homo sapiens), Q15102;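 active means inhibition above the screen-wide average of all tested compounds plus 3 SD, cut at about 25% in these data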;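 further: 0% = enzyme with DMSO only and 100% = wells lacking PAFAH1B3 protein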
LYPLA1 inh: LYPLA1 inhibitors, primary screen, counter-screen for PME1 inhibitor project, biochemical, fluorescence polarization, FP-Rh probe ABPP | inhibition, % at 5.9 µM | Acyl-protein thioesterase 1 (Homo sapiens), O75608 | 320,000 compounds, 0.16% hits | recombinant LYPLA1;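 active means inhibition above the mean of all tested compounds plus 3 SD, set per campaign, cut at about 14% in these data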;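 further: inhibitors block serine hydrolase probe labeling of LYPLA1 so polarization falls; 0% = enzyme with DMSO and 100% = wells lacking LYPLA1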
* hit, by the source's call; · = no result given.

smiles | PAD4 inh | PME-1 primary | PREPL inh | PAFAH1B2 inh | pPAFAH FP inh | GSTO1 inh | LYPLA2 counter | PAFAH1B3 FP inh | LYPLA1 inh
O=C(Cc1cccc([N+](=O)[O-])c1)Nc1cccc(C(=O)N2CCOCC2)c1 | -1.6 | · | 19.4 | 4.3 | 0.0 | · | · | 10.1 | ·
O=C(C[n+]1ccc(C(=O)NCc2ccccc2)cc1)c1ccc2c(c1)OCCO2 | -7.9 | -3.2 | 27.4 | -3.0 | 3.6 | 7.9 | -0.2 | 13.8 | -0.2
CCOc1ccccc1NC(=O)C1C2CCC(O2)C1C(=O)O (centres undefined) | 0.3 | 0.0 | -2.4 | 1.7 | 3.1 | 6.5 | -2.1 | 10.5 | -1.8
O=C(NC1CCCCC1)c1cnn2c(C(F)(F)F)cc(-c3ccco3)nc12 | 0.2 | -4.9 | 5.9 | -2.0 | 3.6 | -0.3 | 2.6 | 10.3 | -4.8
Cc1cc(F)cc(C)c1Cn1cnc2c(cnn2C(C)(C)C)c1=O | -3.7 | · | 10.4 | 6.2 | -7.0 | · | · | 15.2 | ·
O=C(CSc1nc2ccccc2o1)Nc1ccc(Cl)cc1 | -3.5 | -8.9 | -17.4 | 0.0 | 0.9 | 0.1 | -6.5 | 1.0 | -5.2
CCOC(=O)CCNC(=O)N1CCC(CCC(=O)NCc2ccc(F)cc2)CC1 | 2.6 | 1.6 | 13.6 | 2.8 | 0.1 | 2.1 | 6.0 | 11.2 | 5.4
O=S(=O)(CCN1CCOCC1)c1ccc(OC(F)(F)F)cc1 | 1.9 | -4.1 | 2.1 | 4.3 | 2.3 | 9.1 | -5.0 | 8.4 | 1.5
CC(O)C(NS(=O)(=O)c1ccc(Cl)cc1)C(=O)OCC(=O)N1CCN(c2ccccc2)CC1 (centres undefined) | -2.3 | 2.1 | -4.2 | 2.6 | 3.3 | 3.1 | 9.0 | -0.2 | 0.8
CCC(C)NC(=O)CN1C(=O)NC2(CCc3ccccc3C2)C1=O (centres undefined) | 3.2 | -0.4 | -2.5 | -0.5 | 1.9 | -1.1 | -1.6 | 0.9 | 1.0
CCOC(=O)N1CCc2c(sc(NC(=O)CN3CCOCC3)c2C#N)C1 | 3.7 | -5.4 | 14.8 | · | 4.9 | 5.2 | 6.3 | · | 4.8
CCOC(=O)C1=C(C)NC(=O)C(C#N)C1c1ccncc1 (centres undefined) | 4.7 | 1.7 | 2.3 | 2.7 | 1.3 | 4.4 | -0.3 | 0.8 | 2.9
COc1cc(C)c(NC(=O)COc2ccc3c(c2)OCO3)cc1C | -4.1 | 3.0 | 5.0 | -0.2 | 3.9 | -2.2 | -1.7 | 5.4 | 3.9
Cc1ccc(NC(=S)NNC(=O)CSc2nc3ccccc3c(=O)n2-c2ccc(C)cc2)cc1 | -2.7 | 4.6 | 23.7 | 5.2 | 5.7 | -5.5 | -7.3 | 5.6 | -2.5
CC#CC#Cc1cccc(=O)o1 | 1.3 | -1.8 | 1.8 | 2.7 | 1.3 | 81.5* | -3.5 | 16.2 | -0.5
O=C(CSc1nncn1-c1ccccc1)NC1CCCc2ccccc21 (centres undefined) | -2.1 | -0.1 | -0.6 | 3.8 | 3.5 | -4.3 | -2.2 | 4.6 | 1.4
Cc1ccc(CNC(=O)c2cccnc2Cl)cc1 | 0.0 | -3.9 | 3.0 | 6.7 | 2.6 | 11.0 | -3.7 | 4.7 | 1.7
O=[N+]([O-])c1ccc(N2CCN(Cc3ccccc3)CC2)nc1 | -4.3 | -4.5 | 4.3 | 5.6 | 5.7 | -2.2 | -0.1 | 4.6 | -0.3
CCOC(=O)C(C(=O)OCC)=C1OC(=O)c2ccccc21 | 5.6 | 5.4 | 10.4 | 4.7 | 3.9 | 5.6 | 4.8 | 9.1 | 3.2
COc1ccc(S(=O)(=O)N2CCOCC2)cc1NC(=O)CSc1ncnc2ccccc12 | 18.5* | -2.5 | 0.4 | -2.5 | -7.2 | 38.4* | 4.5 | 9.9 | -0.7
COc1ccc(S(=O)(=O)N2CCC(C(=O)NC3CCCCC3)CC2)cc1C | -3.2 | 1.4 | 3.5 | 4.8 | -2.6 | -4.2 | -2.5 | 2.4 | -0.1
Cc1ccc(CNC(=O)c2ccccc2NC(=O)CN2CC(C)OC(C)C2)cc1 (centres undefined) | 2.3 | -1.4 | -5.1 | 1.2 | -2.1 | 4.3 | 1.4 | -10.2 | -1.8
CN(c1ccc(C(=O)Nc2ccc3c(c2)OCCO3)cc1)S(C)(=O)=O | -1.2 | -6.1 | 8.6 | 2.5 | 1.0 | -4.8 | -0.6 | 1.7 | -0.4
O=C(NCCCCc1ccccc1)C1CC(c2cccc(F)c2)=NO1 (centres undefined) | 4.2 | 4.3 | -16.4 | 7.4 | 9.7 | 1.3 | 7.7 | 2.3 | -1.6
O=S(=O)(c1ccc(NC(=S)NCc2ccc(F)cc2)cc1)N1CCOCC1 | -1.5 | -1.7 | 14.8 | -4.0 | 1.2 | -4.8 | -5.2 | 6.1 | -4.9
COc1ccccc1C(=O)OCCCN=C1NS(=O)(=O)c2ccccc21 | 3.2 | 0.7 | 0.5 | 5.0 | 0.6 | -3.5 | -7.4 | 0.3 | -1.3
CS(=O)(=O)NCCSCc1ccccc1 | -4.4 | -7.1 | -0.1 | 1.0 | -4.2 | 2.3 | 1.2 | 0.0 | -0.9
Cc1cc(NC(=O)CSc2nc(C3CC3)nc3sc4c(c23)CCC(C)C4)no1 (centres undefined) | 0.5 | -1.3 | 5.6 | · | -4.5 | 4.2 | -4.5 | · | -0.5
CSc1nc2ncc3c(n2n1)CC(C)(C)CC3=O | -11.2 | -3.3 | 1.6 | · | 1.0 | -6.5 | -1.7 | · | -3.9
CCCc1cc(=O)oc2cc(OCC(=O)N3CCc4ccccc43)ccc12 | -1.0 | 2.9 | 0.9 | -3.1 | -0.3 | 6.9 | 5.2 | 3.3 | -0.7
O=C(NCc1ccco1)c1nc(-c2ccccc2)n(-c2ccccc2)n1 | 0.7 | 4.2 | -8.7 | -0.7 | 4.3 | 9.6 | 12.1 | -2.5 | 3.1
COC(=O)CNC(=O)CNC(=O)c1nn(-c2ccc(OC)c(OC)c2)c(=O)c2ccccc12 | -8.6 | -2.9 | 3.1 | -3.7 | -0.4 | -1.1 | 3.3 | 8.3 | 2.3
CN(C)C(CNC(=O)c1cccs1)c1cccnc1 (centres undefined) | -3.0 | -6.5 | 0.7 | -2.5 | 0.8 | 5.0 | -7.0 | -0.6 | -2.7
CCCCCCn1c(CN2CCN(C)CC2)nc2c1c(=O)n(C)c(=O)n2C | -0.7 | -0.1 | -1.3 | -1.7 | -7.6 | -2.6 | 3.1 | -3.9 | -1.2
CC(=O)/C(=N/Nc1cccc(C)c1)N1CCOCC1 | -8.3 | -6.0 | -4.6 | 3.4 | -0.3 | -3.8 | -9.1 | 3.4 | -2.4
COc1cc(NC(=O)C2CCN(S(=O)(=O)c3cnc[nH]3)CC2)cc(OC)c1OC | 3.5 | 3.3 | 15.6 | -5.4 | 1.0 | 9.7 | -0.2 | 3.6 | 3.8
COc1cc(/C=C/C(=O)c2ccc(C)cc2)ccc1OCC#N | 2.6 | -10.0 | 1.8 | 2.0 | 9.6 | -3.3 | 5.0 | 9.5 | 0.7
Cc1cc([N+](=O)[O-])nn1CC(=O)NCCc1c[nH]c2ccccc12 | -4.0 | 0.1 | 6.1 | 2.6 | -3.5 | 2.6 | 1.3 | -3.5 | -1.6
Cc1cc(-c2csc(NC(=O)c3ccc(C#N)cc3)n2)c(C)n1Cc1ccccc1 | -3.9 | -0.3 | 9.8 | 1.7 | 6.4 | 3.0 | -6.0 | 6.8 | -6.4
O=S(=O)(NCCCCNS(=O)(=O)c1ccc(F)cc1)c1ccc(F)cc1 | 1.9 | 6.1 | 4.5 | 1.1 | 9.3 | 2.2 | 5.4 | 9.4 | -0.2
Cc1ccc(NC(=S)NNC(=S)NC2CCCCC2)cc1 | 6.5 | -8.2 | 9.5 | 6.6 | -2.1 | 3.0 | -2.4 | 4.2 | -2.1
COc1ccc(C(CC(=O)O)NC(=O)c2ccco2)cc1OC (centres undefined) | -3.1 | -3.9 | 1.3 | 6.1 | 6.5 | -0.8 | -3.7 | 5.7 | -2.1
Oc1cccc(/C=N/N2CCN(C3c4ccccc4-c4ccccc43)CC2)c1 | -5.2 | -2.7 | -3.2 | 2.5 | 2.7 | -5.2 | -3.2 | 3.6 | -2.3
Cc1nn(C)cc1/C=N/NC(=O)C1(O)c2ccccc2-c2ccccc21 | 0.0 | 1.7 | -9.2 | -4.3 | 4.2 | 2.1 | 5.4 | 1.4 | 0.3
CCCc1cc(=O)[nH]c(SCc2ccccc2)n1 | 0.3 | 1.4 | 4.3 | 5.6 | 14.7 | -4.3 | -6.9 | -2.0 | 0.9
NS(=O)(=O)c1ccc(CNC(=O)/C=C/c2c(F)cccc2Cl)cc1 | 0.0 | 1.2 | 3.6 | 0.7 | 3.8 | 0.5 | 5.0 | 1.3 | 1.7
OCC1CCN(Cc2cn(Cc3ccccc3)nc2-c2cc3ccccc3o2)CC1 | 2.4 | 2.7 | -12.4 | 0.5 | -0.5 | -2.9 | -3.2 | 8.0 | -1.4
COc1ccc(CCNC(=O)C(=O)NCC2CCCN2S(=O)(=O)c2ccccc2)cc1 (centres undefined) | -7.3 | -4.5 | 12.7 | 1.0 | 1.1 | -1.7 | 1.1 | 11.8 | -2.1
O=[N+]([O-])c1cccnc1N1CCCCC1 | -1.6 | 0.1 | -4.6 | 1.0 | -6.4 | 4.3 | -2.0 | 7.7 | 1.4
CCOC(=O)C1=C(COC(=O)/C=C/c2ccc(SC)cc2)NC(=O)NC1C (centres undefined) | -2.5 | -16.3 | -3.0 | -4.6 | -1.2 | -6.4 | 2.1 | 7.6 | -4.8
N#CC1=C(N)NC(=S)C(C(N)=O)C1c1ccc([N+](=O)[O-])cc1 (centres undefined) | 1.1 | 8.4 | 3.1 | 10.3 | 3.4 | 7.0 | 4.1 | 2.1 | 2.4
CCOC(=O)c1c(C)n(C)c2cc(-c3cccc(C(F)(F)F)c3)c(O)cc12 | -0.9 | 7.1 | 9.8 | 5.3 | 1.9 | -3.8 | 4.7 | -3.5 | -5.2
COc1ccccc1CN1CCC(n2nccc2NC(=O)CCCc2ccccc2)CC1 | 1.0 | 2.5 | 18.0 | 1.3 | 2.0 | 0.7 | -5.1 | 0.0 | -0.8

Only part of the results is shown, so the mix of outcomes need not match the whole.
